High-throughput results as filed in PubChem.
D2 PAM: HTS Assay for Positive Allosteric Modulators of the Human D2 Dopamine Receptor: Primary Screen for Potentiators. AID 485347, 2010. 0.34% of 340,000 active. potentiation, % at 10 µM. HEK293 T-REx D2, calcium flux, EC20 dopamine potentiation;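 active means potentiation over 3 SD above the plate norm, cut at about 30% in these data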; further: 0% is about no effect
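Using a no-wash calcium dye in inducible, force-coupled HEK293 Trex cells expressing D2, we tracked fluorescence each second for 180 s after compound, then for 180 s after EC20 dopamine to detect augmented signalling.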
D1 ag: Allosteric Agonists of the Human D1 Dopamine Receptor: qHTS; HEK293 T-REx D1 cells, calcium flux, agonist mode; activation, % at 2 µM; 1% of 360,000 active; in the data active means activation above about 30%; further: 0% is about no effect
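Tetracycline-induced HEK293 TREx D1 cells, force-coupled to calcium signalling, were dye-loaded with a no-wash calcium kit. Compound was pin-added after a 10 s baseline. Fluorescence was read kinetically at 1 cycle/s for 180 s, with calcium rises flagged as agonism.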
Vif-A3F inh: qHTS for Inhibitors of Vif-A3F Interactions: qHTS. HeLa A3F-eYFP + Vif (tagged APOBEC3F with the HIV-1 protein that degrades it), YFP fluorescence increase. AID 602313, 2012. Potency, µM (top dose mostly 46.1 µM), for the others: top-dose activity, negative = active. 0.2% of 390,000 active; further: potency means the concentration at half of the fitted maximal effect; % of control where 0% means no effect; nearly all actives have a fitted effect of over 65% in size
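Fluorescence increase (Ex 488/Em 500-530) after overnight compound treatment at 37 deg C flags inhibition of Vif-driven A3F-eYFP loss in stable HeLa A3F-eYFP/Vif cells seeded overnight beforehand.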
GRP78 ERSR act: qHTS for Inducers of the Endoplasmic Reticulum Stress Response (ERSR) in Human Glioma: qHTS | U87-MG GRP78 promoter luciferase reporter, 16 h | Potency, µM, for the others: at the top dose activation, most hits filed as activators | 0.02% of 420,000 active; further: potency means the concentration at half of the fitted maximal effect; series mostly up to about 76 µM; % of control where 0% means no effect; nearly all actives have a fitted effect of over 35% in size
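ERSR induction read as luciferase luminescence (Bright-Glo, 10 min at room temperature) in stably transfected human U87-MG glioma cells exposed to compounds for 16 h, using GRP78 as sensor.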
RXFP1 agonist: qHTS Assay for Agonists of the Relaxin Receptor RXFP1. HEK293T-RXFP1 cAMP TR-FRET, 30 min; response scale: percent of porcine relaxin response, buffer zero. AID 2676, 2010. Potency, µM (titrated, usually from 57.5 µM), without a hit: top-dose activation, hits mostly activators. Relaxin receptor 1 (Homo sapiens), Q9HBX9. 0.3% of 370,000 active; further: potency means the concentration at half of the fitted maximal effect; on the % scale 0 is the no-effect control and ±100 the full control effect; nearly all actives have a fitted effect of over 60% in size; many of its hits are not listed in these tables
Target sequence (Q9HBX9 whole entry, looked up): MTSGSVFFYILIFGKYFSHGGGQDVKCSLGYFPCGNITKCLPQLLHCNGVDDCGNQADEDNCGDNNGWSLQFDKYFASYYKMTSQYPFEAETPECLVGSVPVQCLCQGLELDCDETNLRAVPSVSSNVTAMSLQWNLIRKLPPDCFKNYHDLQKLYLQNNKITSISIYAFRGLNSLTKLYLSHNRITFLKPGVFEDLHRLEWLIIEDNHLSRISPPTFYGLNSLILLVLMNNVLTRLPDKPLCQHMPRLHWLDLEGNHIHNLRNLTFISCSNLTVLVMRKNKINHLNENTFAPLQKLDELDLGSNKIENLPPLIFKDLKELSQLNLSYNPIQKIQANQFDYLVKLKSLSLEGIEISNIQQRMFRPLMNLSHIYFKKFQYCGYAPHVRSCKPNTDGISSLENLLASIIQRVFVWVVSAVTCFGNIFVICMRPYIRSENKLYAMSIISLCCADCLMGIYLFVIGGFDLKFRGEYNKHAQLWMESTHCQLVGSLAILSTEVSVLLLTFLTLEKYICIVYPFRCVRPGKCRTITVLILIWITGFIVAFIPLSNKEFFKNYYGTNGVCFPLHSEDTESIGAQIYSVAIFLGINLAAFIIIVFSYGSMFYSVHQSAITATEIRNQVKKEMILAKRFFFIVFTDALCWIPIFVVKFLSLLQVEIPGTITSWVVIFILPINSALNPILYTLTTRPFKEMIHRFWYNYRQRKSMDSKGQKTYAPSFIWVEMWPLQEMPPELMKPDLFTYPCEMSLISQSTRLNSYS
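HEK293T cells stably expressing RXFP1 were pretreated with the PDE4 inhibitor Ro 20174, exposed to compounds for 30 min at 37C, lysed, and cAMP was read by TR-FRET. Data normalized to buffer (basal) and 29 nM porcine relaxin (100%).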
D1 antagonist: Antagonist of Human D 1 Dopamine Receptor: qHTS; D(1A) dopamine receptor (Homo sapiens), P21728; HEK293 TREx D1 cells, calcium flux, dopamine EC80; stronger effect = lower value; activity change, negative = inhibition, % at 10 µM; 3.2% of 360,000 active; AID 504652, 2011; in the data active means activity change below about -30%; further: on the % scale 0 is the no-effect control and ±100 the full control effect
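Using tetracycline-induced force-coupled D1 Hek293 cells and a calcium dye, signals were followed for 180 s after compound, then for 180 s after EC80 dopamine, to detect inhibitors.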
D1 potentiator: Potentiators of Human D1 Dopamine Receptor: qHTS. D(1A) dopamine receptor (Homo sapiens), P21728. HEK293 TREx D1 cells, calcium flux, dopamine EC20 potentiation. potentiation, % at 10 µM. 0.036% of 360,000 active. AID 504651, 2011; in the data active means potentiation above about 30%; further: 0% is about no effect
Vif-A3G inh: qHTS for Inhibitors of Vif-A3G Interactions: qHTS. DNA dC->dU-editing enzyme APOBEC-3G (Homo sapiens), Q9HC16. 0.076% of 410,000 active. HeLa A3G-eYFP + Vif (tagged APOBEC3G with the HIV-1 protein that degrades it), YFP fluorescence, overnight. AID 602310, 2012. Potency, µM (titrated, usually from 46.1 µM), for inactives: at the top dose activity, negative = active, most hits filed as inhibitors;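 further: potency means the concentration at half of the fitted maximal effect; on the % scale 0 is the no-effect control and ±100 the full control effect; nearly all actives have a fitted effect of over 60% in size; hits raise eYFP signal because A3G escapes Vif-driven loss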
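Read-out is eYFP fluorescence (Ex 488/Em 500-530) from Vif-expressing HeLa A3G-eYFP cells; more signal means A3G escaped Vif-mediated degradation. Cells plated overnight, compound pinned in, incubated overnight at 37 deg C.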
RXFP1 antag: qHTS Assay for Antagonists of the Relaxin Receptor RXFP1; Relaxin receptor 1 (Homo sapiens), Q9HBX9; HEK293-RXFP1, relaxin-stimulated cAMP HTRF, 30 min; stronger effect = lower value; activity change, negative = inhibition, % at 57.5 µM; 0.59% of 350,000 active;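 active means activity change of -60% or lower, but not beyond a set lower limit; inconclusive means change between -60% and -40%, or beyond the set limit; inactive means change above -40%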; further: on the % scale 0 is the no-effect control and ±100 the full control effect
* = called active by the depositor; ? = inconclusive; . = no result given; & = joins results of further samples. Unless noted, the call rests on the fitted dose curve; in most records, active means well fitted curve in the direction sought with a large enough effect; inconclusive means small, poorly fitted or top-dose-only effect, or another doubt; inactive means no such curve, though single readings can be large; an effect the other way counts as inactive or inconclusive. These rows are one share of the data (hit frequency here may not be typical).

SMILES	D2 PAM	D1 ag	Vif-A3F inh	GRP78 ERSR act	RXFP1 agonist	D1 antagonist	D1 potentiator	Vif-A3G inh	RXFP1 antag
CC1CCCCN1CC(=O)Nc1ccc(Oc2ccccc2)cc1 (centres undefined)	.	11.3	-4.1%	3.3%	0.7%	-6.8	-7.4	2.6%	-2.3
CC(=S)/C=C1\Sc2ccccc2N1C	-9.4	-0.3	-0.6%	0.0%	-0.3%	-1.9	-1.7	1.3%	5.7
Cc1nc2sc(C(=O)Nc3ccccc3Cc3ccccc3)c(C)c2c(=O)[nH]1	-0.9	4.5	-15.5%	-1.2%	-4.7%	-13.3	-1.2	-3.1%	1.3
CC1=C(C#N)C(NC(=O)c2ccc(C)cc2)(C(F)(F)F)C(=O)N1 (centres undefined)	-4.9	1.1	2.3%	-3.6%	-1.5%	6.7	0.1	0.7%	7.2
CN1CCN(Cc2nc3ccccc3n2C)CC1CCO (centres undefined)	3.2	3.5	0.0%	-3.8%	0.7%	14.9	-10.8	-0.9%	-1.5
Cc1cc(=O)[nH]c(SCC(=O)NC2CCCCCC2)n1	.	.	0.2%	-3.0%	.	.	.	1.8%	-6.3
C/C=C/c1ccc(O)c(OC)c1	7.6	5.5	-14.0%	0.0%&-3.6%	-0.1%	-5.8	-2.1	0.5%	12.2&-11.5
OCc1ccc(N=Nc2ccccc2)cc1	.	.	-6.2%	0.4%	.	.	.	5.2%	-9.0
Cc1ccc(NC(=O)C2CC(O)CN2C(=O)Oc2ccccc2)c(C)c1 (centres undefined)	6.4	3.2	3.8%	-1.4%	-3.0%	-2.3	.	-0.4%	-4.4
O=C(O)C1=C[C@@H](c2ccc(C(F)(F)F)cc2)C[C@@H](OCc2ccc(CO)cc2)O1	12.0	-1.2	-9.2%	-4.0%	0.5%	-2.7	-0.6	-0.2%	.
CC(Oc1ccc(F)cc1)C(=O)Nc1cc(S(=O)(=O)N2CCOCC2)ccc1N1CCCCC1 (centres undefined)	0.9	3.8	4.2%	-4.5%	0.7%	5.5	4.0	-2.3%	18.0
O=C(NC(=S)Nc1ccccc1[N+](=O)[O-])c1ccccc1Cl	-0.9	1.9	?	9.1%	-6.1%	-7.6	-0.6	1.5%	7.7
CCN1CCCC1CNC(=O)c1cc2c(-c3ccc(Cl)cc3)nn(C)c2s1 (centres undefined)	-14.8	1.4	?	?	3.9%	-8.6	-2.4	0.0%	.
COCCN(C(=O)COC(=O)CCc1ccc(OC)cc1)c1c(N)n(Cc2ccccc2)c(=O)[nH]c1=O	-7.5	1.1	2.9%	-2.4%	-0.1%	-8.1	-0.7	0.3%	-12.3
COc1ccc(CCNC(=O)c2ccc(Cl)c(S(=O)(=O)N(C)c3ccccc3)c2)cc1	-3.4	18.2	0.7%	-5.9%	0.1%	-30.8*	-4.0	8.9%	-5.3
Cc1ccc(S(=O)(=O)N2CCC(N3CCN(C)CC3)CC2)cc1Cl	-9.2	1.2	4.0%	3.4%	-0.2%	-0.6	2.6	2.6%	-0.3
Cc1cc(CNC(=O)c2ccc(C)c([N+](=O)[O-])c2)c2ccccc2n1	-3.0	12.1	-20.3%	-5.5%	4.3%	-9.3	-2.1	0.7%	-6.1
Cc1nc(SCC(=O)NC2CCS(=O)(=O)C2)c2c(C)c(C)sc2n1 (centres undefined)	2.0	0.9	-0.9%	-3.9%	-2.2%	1.3	-1.5	-11.0%	3.0
O=c1c2ccccc2nc(/C=C/c2cccc(Br)c2)n1CCCO	-1.3	2.6	-4.5%	-4.8%	0.2%	11.4	-7.7	-10.8%	-14.5
O=C(O)c1ccc(/C=N/Nc2cccc(C(F)(F)F)c2)cc1	-2.8	-2.4	-4.8%	-6.4%	5.5%	-7.9	6.0	0.8%	-24.0
C/C(=N\N1CCN(c2ccccc2)CC1)c1ccc(O)cc1	-2.5	7.1	-2.1%	10.3%	2.1%	2.4	2.4	1.5%	-9.0
COC(=O)c1cccc(CN2C(=O)SC(Nc3ccc(C)cc3)C2=O)c1 (centres undefined)	1.6&6.8	1.6&-0.5	4.0%&-7.2%	-3.1%&-1.5%	-1.0%&-0.9%	-3.3&7.7	0.9&-8.4	0.0%&-3.3%	-1.6&-22.8
Cn1c(-c2ccc(Cl)cc2)cnc1N	2.3	1.4	-8.8%	-2.1%	0.1%	6.4	-0.6	0.3%	-1.0
C=CCN1C(=O)N/C(=C/c2ccccc2OCC(=O)Nc2ccc(F)cc2)C1=O	-25.6	0.1	-4.5%	-3.3%	1.4%	1.0	-8.4	-5.2%	-0.2
COc1ccc(/C=N/NC(=O)Cn2c(Cc3ccc(OC)c(OC)c3)nc3ccccc32)cc1OC	11.3	2.6	1.7%	-4.2%	0.2%	5.7	-2.5	-4.0%	-7.7
O=C(COC(=O)CNC(=O)c1ccc(Cl)cc1)Nc1ccc(Cl)cc1C(F)(F)F	8.6	8.7	4.0%	-7.6%	0.3%	-12.1	-4.9	1.4%	-9.3
Cc1ccc(-c2nc3ccccc3nc2NN)cc1	1.0	1.3	-6.4%	2.8%	4.4%	1.5	3.4	1.3%	.
CC(=O)c1cccc(NC(=O)N2CCCc3ccccc32)c1	-1.8	2.1	-13.0%	9.8%	1.4%	2.5	-1.4	-1.2%	2.9
O=[N+]([O-])c1ccccc1OCCN1CCOCC1	-7.1	4.5	-13.2%	-2.8%	-1.5%	6.0	-4.2	0.2%	4.5
COc1ccc(CC(=O)NNC(=O)CCC(=O)Nc2cc(C)ccc2C)cc1	6.3	-0.8	12.9%	-1.0%	0.0%	2.9	4.0	0.8%	-4.4

Single records, as listed above.
Record of COC(=O)c1cccc(CN2C(=O)SC(Nc3ccc(C)cc3)C2=O)c1 (centres undefined) = D2 PAM = 1.6&6.8; D1 ag = 1.6&-0.5; Vif-A3F inh = 4.0%&-7.2%; GRP78 ERSR act = -3.1%&-1.5%; RXFP1 agonist = -1.0%&-0.9%; D1 antagonist = -3.3&7.7; D1 potentiator = 0.9&-8.4; Vif-A3G inh = 0.0%&-3.3%; RXFP1 antag = -1.6&-22.8
Record of C=CCN1C(=O)N/C(=C/c2ccccc2OCC(=O)Nc2ccc(F)cc2)C1=O = D2 PAM = -25.6; D1 ag = 0.1; Vif-A3F inh = -4.5%; GRP78 ERSR act = -3.3%; RXFP1 agonist = 1.4%; D1 antagonist = 1.0; D1 potentiator = -8.4; Vif-A3G inh = -5.2%; RXFP1 antag = -0.2
Record of C/C(=N\N1CCN(c2ccccc2)CC1)c1ccc(O)cc1 = D2 PAM = -2.5; D1 ag = 7.1; Vif-A3F inh = -2.1%; GRP78 ERSR act = 10.3%; RXFP1 agonist = 2.1%; D1 antagonist = 2.4; D1 potentiator = 2.4; Vif-A3G inh = 1.5%; RXFP1 antag = -9.0

(more compounds)
SMILES	D2 PAM	D1 ag	Vif-A3F inh	GRP78 ERSR act	RXFP1 agonist	D1 antagonist	D1 potentiator	Vif-A3G inh	RXFP1 antag
O=C(CCN1C(=O)C2C3C=CC(C3)C2C1=O)N1CCN(c2ccccn2)CC1 (centres undefined)	8.2	-0.2	-14.3%	-1.4%	-2.5%	-14.5	0.5	-1.0%	5.8
COc1ccc(NC(=O)COC(=O)Cc2c[nH]c3ccccc23)cc1OC	10.2	5.8	-12.7%	-3.0%	-1.8%	-14.7	-5.2	-10.2%	-4.4
Cn1c(=O)c2cc(S(=O)(=O)NCCC(=O)Nc3ccc(F)cc3F)ccc2n(C)c1=O	-0.5	-3.0	-2.8%	-4.4%	6.4%	15.1	1.9	-5.9%	-2.1
Cc1ccc2c(c1)C(c1ccccc1)N(C(=O)Cc1ccc(F)cc1)CC(=O)N2 (centres undefined)	-2.9	1.3	3.6%	-2.5%	2.1%	3.5	0.5	-6.8%	-21.7
CCN1C(=O)[C@H]2[C@@H](c3ccc(OC)cc3)N[C@]3(CCCN(Cc4cccn4C)C3=O)[C@H]2C1=O	.	.	2.2%	-3.2%	.	.	.	1.9%	8.3
CCOc1cc(C(=O)N2CCC3(CC2)NCCc2[nH]cnc23)cc(OCC)c1OCC	-7.8	0.2	4.5%	-7.1%	-0.5%	1.1	2.9	1.8%	-2.7
COc1ccc(-c2nc3c(n2O)CCCC3=O)cc1OC	-21.6	0.8	0.0%	1.1%	2.0%	-1.1	1.4	0.4%	0.7
Cc1ccc(/C=N/NC(=O)c2nnn(-c3nonc3N)c2C(C)C)o1	2.3	4.9	-0.4%	-3.7%	-0.8%	-14.9	-0.5	-0.2%	0.4
COc1ccccc1/C=C/[C@@H]1C[C@H]2CN(Cc3cccc(Cl)c3)C(=O)[C@]23CCCN13	17.2	5.9	-12.2%	-7.6%	-0.4%	0.2	6.7	-6.1%	-4.3
O=C(Nc1c(-c2ccccc2)nc2ncccn12)c1cc2ccccc2oc1=O	4.6	-1.6	-3.5%	-3.6%	-0.1%	19.3	0.8	2.8%	.
CC(=O)c1ccc(NC(=S)Nc2ccc3cn[nH]c3c2)cc1	-1.4	2.7	-5.9%	-1.6%	-0.3%	-20.7	2.3	-11.4%	-3.9
CCOc1ccc(NC(=O)Cn2c(=O)n(-c3cccc(Cl)c3)c(=O)c3c2c2cc(C)ccc2n3C)cc1	5.9	2.0	2.2%	-1.7%	1.3%	-3.6	-0.8	5.3%	.
CCn1c(Cc2ccccc2)nnc1SCc1nc2ccccc2c(=O)[nH]1	5.5	0.5	2.2%	-3.9%	0.0%	16.1	-8.8	-1.0%	-10.5
Cc1ccc(CS(=O)(=O)c2ncc(Cl)c(C(=O)Nc3nc4ccc(C)cc4s3)n2)cc1	-2.2	-0.2	-0.4%	-5.5%	1.6%	-28.9	-2.2	-25.3%	.
